yeast mlh1 rad18 = NCI yeast anticancer drug screen, S. cerevisiae mlh1 rad18 strain | 11% of 79,000 active | growth inhibition, % at 50 µM;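 further: 0% = growth of vehicle-only cultures of the same strain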
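Vehicle-treated cultures served as the reference for growth inhibition in a yeast strain carrying DNA damage repair alterations exposed to each compound.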
mec2-1 = NCI yeast anticancer drug screen, S. cerevisiae mec2-1 strain; growth inhibition, % at 50 µM; 9% of 79,000 active;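 further: 0% = growth of vehicle-only cultures of the same strain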
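Test agents were screened against the mec2-1 yeast strain, with defined DNA repair or cell cycle alteration. Growth was scored as inhibition against vehicle-only controls.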
bub3 = NCI yeast anticancer drug screen, S. cerevisiae bub3 mutant strain; 9.9% of 78,000 active; AID 167; growth inhibition, % at 50 µM;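 further: 0% = growth of vehicle-only cultures of the same strain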
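Screening used yeast with an engineered genetic alteration affecting cell cycle control. Compound-exposed cultures were compared with vehicle cultures, and reduced growth was taken as inhibition.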
rad50 = NCI yeast anticancer drug screen, S. cerevisiae rad50 strain | growth inhibition, % at 50 µM | 10% of 79,000 active | AID 155;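 further: 0% = growth of vehicle-only cultures of the same strain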
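Inhibition values express reduced yeast growth in compound-treated cultures relative to vehicle-treated controls.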
sgs1 mgt1 = NCI yeast anticancer drug screen, S. cerevisiae sgs1 mgt1 strain. % growth inhibition at 50 µM. 10% of 78,000 active. AID 161;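 further: 0% = growth of vehicle-only cultures of the same strain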
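Percent growth inhibition was derived by comparing compound-exposed mutant yeast with vehicle-exposed cultures. The strain carries alterations in DNA damage repair.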
cln2 rad14 = NCI yeast anticancer drug screen, S. cerevisiae cln2 rad14 strain | growth inhibition, % at 50 µM | 8.3% of 78,000 active | AID 165;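 further: 0% = growth of vehicle-only cultures of the same strain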
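Strain: cln2 rad14 yeast, altered in cell cycle control and DNA damage repair. Read-out: growth inhibition vs vehicle.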
Active calls of the source: *; . = not tested or not shown. No stated cut-off is given here; in the data, active means growth inhibition above about 70%; inactive means the rest.

SMILES	yeast mlh1 rad18	mec2-1	bub3	rad50	sgs1 mgt1	cln2 rad14
COc1cc([N+](=O)[O-])c2nccc(C(O)CCl)c2c1 (centres undefined)	16	0	5	20	3	-19
Cc1ccc(Sc2ccc(C)cc2[N+](=O)[O-])c([N+](=O)[O-])c1	-9	-11	29	3	66	20
NS(=O)(=O)C1CCC(Cl)NC1 (centres undefined)	-2	-5	-3	5	5	-55
O=C(/C=C/c1ccccc1)NC1C=Nc2ccccc2NC1=O (centres undefined)	16	18	7	14	7	-12
COc1ccc2c(c1)C=C([N+](=O)[O-])C(C1OC(C)(C)OC1C1COC(C)(C)O1)O2 (centres undefined)	20	65	1	7	16	45
O=C1C(C2CCCCC2)=C2OCC3COC2(O3)c2ccccc21 (centres undefined)	-31	-17	-15	-9	-20	-10
O=C1NC(=O)C2(CCC(O)C2)c2cc[n+]([O-])cc21 (centres undefined)	-84	-41	-26	-9	-14	8
CN(C)c1nc(N(C)C)nc(N(C)CN(C)c2nc(N(C)C)nc(N(C)C)n2)n1	-25	-24	-36	-28	-15	-8
COc1ccc(OC)c(/C=C/C(=O)C(C)(C)C)c1	-15	-15	-4	35	32	12
CNS(=O)(=O)c1ccccc1	11	1	-28	-4	-1	-22
COc1cc(-c2nc3ccccc3c(=O)o2)cc(OC)c1OC	7	-4	.	5	.	.
CC(=O)OC1CCC2(C)C(CCC3C2CCC2(C)C3CC3OC(CCC(C)CO)C(C)C32)C1 (centres undefined)	10	9	-1	15	0	20
COC(=O)CCSCc1ccccc1	4	3	5	3	-2	-10
COC(=O)c1cccc2c1C1CCC2c2cccc(C(=O)OC)c21	17	8	15	19	20	20
CC(=O)Oc1ccc(OC(C)=O)c(C(C)(C)C)c1	-11	-1	-29	-8	-12	24
CCCCN(CCO)Cc1ccc(Br)cc1	23	3	55	-7	22	-8
O=C1CC(=O)N2C(=O)CC(=O)N12	-20	5	-4	3	-4	15
O=C(c1ccccc1)c1cc[n+]([O-])cc1	13	-12	-9	-6	-18	-17
CCOC(=O)C(C)(C)C(=O)C(C)C	-22	-11	26	14	3	-2
CC(=O)/C=c1\[nH]/c(=C\C=C\c2ccccc2)c(=O)n1/C=C1\C(=O)Oc2ccccc2C1=O	-46	7	-18	-39	5	25
NC(=O)C(C(N)=O)C1CCCCc2ccccc21 (centres undefined)	7	1	24	-15	-3	-19
BrC1c2cccc3cccc(c23)C1Br (centres undefined)	41	36	17	15	20	-3
Cc1cnoc1/N=C1\C=C(Nc2oncc2C)C(=O)c2ccccc21	-9	-7	-17	-15	-32	3
COc1ccc(/C=C/C(=O)c2ccc(Cl)cc2)c(OC)c1	9	-12	.	20	.	.
CCOC(=O)CNC(=O)c1[nH]cnc1/N=N/N(C)C	71*	90*	91*	90*	90*	90*
O=c1nc(NCCc2c[nH]c3ccccc23)ccn1C1OC(CO)C(O)C1O (centres undefined)	7	4	-1	19	2	15
FC(F)(F)C(C1=NC(C(F)(F)F)(C(F)(F)F)N=C(N2CCOCC2)O1)C(F)(F)F	40	72*	14	25	30	60
O=[N+]([O-])C1/C(=N\O)C2CCC1C2 (centres undefined)	-7	22	-19	1	3	4
Cc1c(O)ccc(SC#N)c1C	89*	84*	88*	88*	87*	84*
Cc1ccc(C(=O)C2CC2)cc1C	1	-68	0	-23	-26	-23
Cc1c(C(=O)O)[nH]c(=O)[nH]c1=O	-12	-20	0	9	2	12
C/C(=N\O)c1ccc(N=Nc2ccc(N(C)C)cc2)cc1	-4	-4	17	-10	16	-15
CSc1ccc([C@@H](O)[C@H](CO)NC(=O)C(Cl)Cl)cc1	48	90*	74*	73*	88*	32
CC(=O)OC(OC(C)=O)c1ccc([N+](=O)[O-])o1	99*	99*	99*	99*	99*	99*
CCOC(=O)CNC(=O)Sc1ccc(C(C)(C)C)cc1	62	88*	77*	88*	84*	70*
O=C1C2=C(OCO2)C(=O)C2=C1OCO2	3	21	10	3	21	4

An excerpt from above with just mec2-1 and rad50.
canonical_smiles,mec2-1,rad50
Cc1ccc(C(=O)C2CC2)cc1C,-68,-23
O=C1C2=C(OCO2)C(=O)C2=C1OCO2,21,3

More records.
SMILES	yeast mlh1 rad18	mec2-1	bub3	rad50	sgs1 mgt1	cln2 rad14
CC(SCc1ccccc1)C(NC(=O)c1ccccc1)C(=O)O (centres undefined)	8	10	10	5	-8	0
Cc1cc2c(cc1C)[n+](=O)c(C(=O)CC(=O)C(=O)Nc1ccccc1C)c(C)n2[O-]	9	46	47	37	4	30
Cc1cc(C)cc(OCCC(=O)O)c1	7	-17	3	-1	-10	22
COc1cc(N)c2c(c1)SCC(=O)N2	4	-36	0	-23	-22	24
ClC1=C(Cl)C(Cl)=C(Cl)C1	91*	51	80*	88*	48	4
Cc1cccc2ccc3cccc(C)c3c12	12	-7	0	9	-1	-13
FC(F)(F)C(c1ccc(Cl)cc1)c1ccc(Cl)cc1	31	29	6	43	41	35
C[C@]12CCC(=O)C=C1CC[C@@H]1[C@@H]2C(=O)C[C@@]2(C)[C@H]1CC[C@]2(O)C(=O)C=O	2	-1	-11	-5	14	17
CN1C(=O)NC(=O)C1c1ccccc1 (centres undefined)	-11	-6	-17	-5	-9	4
COC(=O)C1(C2(C(=O)OC)NC(=S)NC(=O)C2C#N)CCCC1=O (centres undefined)	2	-15	-6	3	-27	8
Cc1cnc(Cl)[nH]1 (tested in a mixture with another compound)	-6	2	15	3	2	-47
CN1C2CCC1/C(=C/c1cccc3c1OCO3)C(=O)/C2=C\c1cccc2c1OCO2	27	20	32	28	20	-52
C[Si](Cl)(Cl)c1ccccc1	4	-40	-33	-14	-27	6
C=CCNC(=S)/N=C\C(C(=O)OCC)=C(/O)C(=O)OCC	-30	-18	-9	-19	-17	-22
COC(=O)/C(=C\SCc1ccccc1)NC(C)=O	-21	7	-24	0	-2	-8
O=C(O)CSc1n[nH]c(/C=C/c2ccccc2)n1	46	4	8	24	13	34
O=C1CN(C(=O)Nc2ccccc2)c2ccccc2N1	-6	-26	7	27	-8	5
O=C(O)[C@@H]1OCCOCCO[C@@H](C(=O)O)[C@H](C(=O)O)OCCOCCO[C@H]1C(=O)O	-6	0	2	15	-8	14
O=c1c2ccccc2nc(-c2ccccc2)n1/N=C/c1ccccc1O	27	39	33	1	35	-6
Cn1nc(-c2ccccc2)c(C(=O)/C=C/c2ccccc2)c(N2CCCCC2)c1=O	-28	-12	27	-28	-12	3
CC(C)(C)c1cc(C#N)cc(Br)c1O	99*	99*	98*	99*	99*	97*
N#C/C(=N/Nc1ccccc1)c1ccccc1	-8	9	2	6	-12	-11
Cn1c(=O)c2[nH]c(SC3CCCCC3)nc2n(C)c1=S	-12	-11	7	2	5	-7
CCCCCCCCCCCCCCCC(=O)NC(CCCCN)C(=O)NC(CCCCN)C(=O)OCC (centres undefined)	66	97*	47	78*	69	94*
CCC1CCC(Cc2ccncc2)CC1 (centres undefined)	-1	-7	13	4	-12	-79
CC1C(c2ccccc2)OCCN1C(=S)Nc1ccc(S(=O)(=O)N2CCCCC2)cc1 (centres undefined)	86*	89*	90*	85*	92*	90*
Oc1ccc2ccccc2c1CN1CCN(Cc2c(O)ccc3ccccc23)CC1	-12	-8	1	-15	-21	-39
O=c1c2cnc3c4cccnc4ccc3c2[nH]n1-c1ccccc1	-3	8	-10	-23	14	-15
COC(=O)C1(C)C=C(Nc2ccccc2)C(=O)N1c1ccccc1 (centres undefined)	2	-20	23	-3	6	22
CCOC(=O)NCCCc1ccc2oc3ccccc3c2c1	58	20	20	82*	91*	-13
Cn1c(-c2ccccc2)c2c(=O)oc3ccccc3c2c1-c1ccccc1	19	9	8	-15	10	2
CCN(CC)c1ccc(/C=N/NC(=O)NN)cc1	-5	-21	-8	4	-15	-13
CCOC(=O)CC1(C)OCC(c2ccccc2)O1 (centres undefined)	-3	-1	9	9	-4	-15
COC(=O)C(=O)c1c(-c2ccc[n+](Cc3ccccc3)c2)[nH]c2ccccc12	-17	-6	-3	-10	-20	-25
O=C(O)CCCCCCCCCC[S+](CCO)CCO	34	26	37	43	62	68
COc1ccc2c(c1)OC[C@@H]1c3cc(OC)c(OCc4ccccc4)cc3O[C@H]21	-26	-67	-11	-17	-41	5

Arranged by heavy-atom count (smallest number first): part of the list above
SMILES	yeast mlh1 rad18	mec2-1	bub3	rad50	sgs1 mgt1	cln2 rad14
CC(C)(C)c1cc(C#N)cc(Br)c1O	99*	99*	98*	99*	99*	97*
CCC1CCC(Cc2ccncc2)CC1 (centres undefined)	-1	-7	13	4	-12	-79
N#C/C(=N/Nc1ccccc1)c1ccccc1	-8	9	2	6	-12	-11
CCOC(=O)CC1(C)OCC(c2ccccc2)O1 (centres undefined)	-3	-1	9	9	-4	-15
O=C(O)CCCCCCCCCC[S+](CCO)CCO	34	26	37	43	62	68
CCOC(=O)NCCCc1ccc2oc3ccccc3c2c1	58	20	20	82*	91*	-13
COC(=O)C1(C)C=C(Nc2ccccc2)C(=O)N1c1ccccc1 (centres undefined)	2	-20	23	-3	6	22
Cn1c(-c2ccccc2)c2c(=O)oc3ccccc3c2c1-c1ccccc1	19	9	8	-15	10	2
COC(=O)C(=O)c1c(-c2ccc[n+](Cc3ccccc3)c2)[nH]c2ccccc12	-17	-6	-3	-10	-20	-25
COc1ccc2c(c1)OC[C@@H]1c3cc(OC)c(OCc4ccccc4)cc3O[C@H]21	-26	-67	-11	-17	-41	5
Cn1nc(-c2ccccc2)c(C(=O)/C=C/c2ccccc2)c(N2CCCCC2)c1=O	-28	-12	27	-28	-12	3
CC1C(c2ccccc2)OCCN1C(=S)Nc1ccc(S(=O)(=O)N2CCCCC2)cc1 (centres undefined)	86*	89*	90*	85*	92*	90*
CCCCCCCCCCCCCCCC(=O)NC(CCCCN)C(=O)NC(CCCCN)C(=O)OCC (centres undefined)	66	97*	47	78*	69	94*

New compounds follow:
SMILES	yeast mlh1 rad18	mec2-1	bub3	rad50	sgs1 mgt1	cln2 rad14
Nc1cccc(CC(N)C(=O)O)c1 (centres undefined)	2	-6	-4	-2	-9	-44
C=CCCCCCCCCC1OCC(CC)C(CCC)O1 (centres undefined)	39	10	26	6	-3	47
CC(=O)Nc1ccc(Nc2nc(=O)[nH]c(=O)[nH]2)cc1	-33	-13	-2	-3	13	-1
Cc1cc2cc3c(C)cc(=O)oc3c(C)c2o1	-18	-37	-10	-35	-28	-8
O=C1CCC2CCCC1C2 (centres undefined)	-6	-5	12	-11	5	7
O=[N+]([O-])c1ccc2[nH]c3c(-c4ccccc4)nccc3c2c1	98*	91*	99*	99*	93*	98*
O=S(=O)(c1ccccc1)c1ccc(CI)cc1	9	20	14	16	5	17
O=C1OC(c2ccccc2)=N/C1=C\c1c(O)cc(O)cc1O	21	9	-4	17	-1	37
COc1cc2nc(C(O)C(O)c3nc4cc(OC)c(OC)cc4[nH]3)[nH]c2cc1OC (centres undefined)	39	3	-1	-8	20	7
O=c1c2cc(-c3ccccc3)sc2nc2n1N=C(c1ccccc1)CS2	-19	-3	-3	-1	-13	21
CC(C)CCCCCCCCCCCCC(=O)NCC(=O)NC1C(C)OC(Nc2ncnc3c2ncn3C)C(O)C1O (centres undefined)	11	-14	4	10	9	16
CC1C(c2ccccc2)OCCN1C(N)=S (centres undefined)	23	1	24	22	52	18
COc1ccc(NC(=O)Nc2ccc(Cl)cc2)nn1	-4	20	-8	-10	1	34
Oc1ccc(Br)c(O)c1	9	-22	-1	14	1	6
CC(C)(C)OC(=O)N1CC(C)(C)N2C(=O)C3(CCCO3)C12 (centres undefined)	6	-10	-17	-4	-7	0
CCOc1ccc2nc(NC(=O)CC(C)=O)sc2c1	7	-22	-18	-18	-4	8
CC(=O)CC(C)(C)NNC(N)=S	22	1	-4	1	14	-22
O=C(CN1CCCCC1)Nc1ccc2sc3ccccc3c(=O)c2n1	-18	-78	-17	34	-26	-7
CCC(CCCN(CC)CCc1ccccc1)OC(=O)c1cc(OC)c(OC)c(OC)c1 (centres undefined)	54	27	4	22	38	36
Cc1ccc(Cl)c(Cl)c1	25	-22	19	32	10	-7
CCCCCCCCCCCC(C)O (centres undefined)	13	-21	-7	20	-16	-16
CC(=O)CC(=O)Nc1nc2ccccc2s1	15	3	-8	-4	9	-13
CC1c2c(ccc3c2CCC=C3)CCC1CC1=CCCc2ccc3ccccc3c21 (centres undefined)	10	-2	0	7	1	-13
C=CCn1c(=S)[nH]c2c(Cl)cc(Cl)cc2c1=O	-27	-18	-26	-43	-1	3
O=c1ccnc(Nc2ccc[nH]c2=S)[nH]1	2	-3	9	3	46	1
BrCC[P+](c1ccccc1)(c1ccccc1)c1ccccc1	84*	90*	88*	85*	87*	74*
CC1OCC2OC(O)C(O)C(O)C2O1 (centres undefined)	-13	-27	-12	16	-15	14
Nc1c2c(c(N)c3c1C(=O)c1ccccc1C3=O)OCO2	-4	-9	-3	-28	17	24
Cc1ccc(S(=O)(=O)N(C)c2c(N)n(C)c(=O)n(C)c2=O)cc1	-4	6	-6	2	1	-49
COC(=O)/C=C(/N)CC(=O)OC	2	-25	-16	17	-8	11
NN1CC(=O)N(c2ccccc2)CC1=O	5	4	-8	0	-1	43

Compound activity from PubChem.
